HCV NS3 hel inh – blocks Hepatitis C virus NS3 helicase unwinding; inhibition, % at 10.9 µM; hit rate 0.56% among 290,000; NS3 helicase DNA unwinding, Cy5 molecular beacon fluorescence; AID 1800;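 active means inhibition above the mean of all tested compounds plus 3 SD, set per campaign, cut at about 35% in these data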;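 further: 0% = DMSO wells and 100% = thioflavine S control wells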
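Assay system: hepatitis C virus NS3 helicase domain fragment enzyme. Also added: annealed dual-labelled DNA beacon duplex, ATP-started. Timing: 1 h reaction at 25 °C, ATP-initiated. Technique: Cy5 fluorescence at 0 and 60 min, beacon hairpin quenching. Evaluation: % inhibition of unwinding. Replication: one well per compound.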
SUMO HTRF inh – inhibitors of human SUMOylation (UBC9); P63279; HTRF SUMOylation assay, SAE1/SAE2 + UBC9, in vitro; inhibition, % at 35 µM; hit rate 0.36% among 290,000; in the data active means inhibition above about 50%, passing the limit was not always enough; further: strong numbers were not always called active
Target sequence (P63279 whole entry, looked up): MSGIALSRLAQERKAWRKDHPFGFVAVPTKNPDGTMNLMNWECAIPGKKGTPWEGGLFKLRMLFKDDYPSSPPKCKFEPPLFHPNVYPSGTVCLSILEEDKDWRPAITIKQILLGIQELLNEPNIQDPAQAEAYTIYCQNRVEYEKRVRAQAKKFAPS
CRFBP-R2 agonist – agonists of human CRF-binding protein/CRF-R2 receptor complex; HEK293 CRF-R2/CRF-BP, calcium dye fluorescence (FLIPR); percent of saturating CRF peptide response; activation, % at 13.2 µM; hit rate 0.46% among 350,000;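 active means activation of at least 50%, plus an integration ratio under a set limit after plate pattern correction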;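 further: plate controls were neutral control wells without compound for no effect and CRF at EC100 for full effect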
MEKK2 mut-MEK5 – signal of MEK5 binding to mutant human MEKK2 PB1 domain; bead flow cytometry, Alexa488-MEK5 binding to MEKK2 mutant; percent response, % at 10 µM; hit rate 0.35% among 290,000; in the data active means percent response above about 24%, passing the limit was not always enough; further: inactives centre near 1; some results filed as inactive read as strong as hits; reference of the scale not given here
CRFBP-R2 block – CRF-BP/CRF-R2 complex antagonism; AID 588475; hit rate 0.59% among 350,000; HEK293 CRF-R2/CRF-BP, CRF-induced calcium fluorescence; inhibition, % at 11.8 µM;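 active means inhibition of the ligand-induced calcium signal above about 50% at the single tested concentration, limit read from the data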
MEKK2 WT-MEK5 – raises or lowers MEK5 binding to wildtype human MEKK2 PB1 domain | Q9Y2U5 | hit rate 1.1% among 290,000 | bead flow cytometry, Alexa488-MEK5 binding to MEKK2 WT; actives lie on both sides | AID 1531 | binding response (% of control), % at 10 µM; in the data active means binding response below about 67% or above about 130%
MEKK3 PB1 HTS – raises or lowers MEK5 binding to the human MEKK3 PB1 domain. hit rate 1.4% among 290,000. binding response (% of control), % at 10 µM. Q99759. bead-based flow cytometry, Alexa488-MEK5 binding to MEKK3; actives lie on both sides; 0 = blocked by unlabeled MEK5, 100 = vehicle;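 active means binding response more than 3 SD above or below the average of its plate-row segment, actives on both sides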;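 further: Alexa488 bead fluorescence after subtracting the streptavidin-only scavenger bead signal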
Target sequence (Q99759 whole entry, looked up, the tested form may be a part): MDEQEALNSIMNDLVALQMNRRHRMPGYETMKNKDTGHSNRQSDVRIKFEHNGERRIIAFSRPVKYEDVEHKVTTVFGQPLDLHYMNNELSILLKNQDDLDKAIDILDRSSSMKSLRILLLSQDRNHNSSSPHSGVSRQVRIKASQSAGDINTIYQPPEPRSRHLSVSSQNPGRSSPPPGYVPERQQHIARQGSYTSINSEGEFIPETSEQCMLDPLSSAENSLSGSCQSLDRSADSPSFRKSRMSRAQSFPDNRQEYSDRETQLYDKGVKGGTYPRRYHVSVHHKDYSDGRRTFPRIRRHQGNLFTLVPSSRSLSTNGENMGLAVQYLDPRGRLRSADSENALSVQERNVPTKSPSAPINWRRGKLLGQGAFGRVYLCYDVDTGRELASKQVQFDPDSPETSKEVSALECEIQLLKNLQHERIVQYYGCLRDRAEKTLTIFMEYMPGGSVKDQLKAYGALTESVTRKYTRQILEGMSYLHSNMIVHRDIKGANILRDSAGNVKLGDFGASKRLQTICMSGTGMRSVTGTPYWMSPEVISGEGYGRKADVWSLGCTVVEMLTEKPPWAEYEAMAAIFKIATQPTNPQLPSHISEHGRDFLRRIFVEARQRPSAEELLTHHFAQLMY
DNA FID counter – counter-screen for HCV NS3 helicase inhibitors: DNA intercalator displacement | DNA fluorescent intercalator displacement, fluorescence | hit rate 0.17% among 290,000 | inhibition, % at 7.9 µM; in the data active means inhibition above about 37%;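 further: 0% = vehicle and 100% = reference compound; higher means more ethidium bromide displaced from hairpin DNA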
GalR3 antagonist – blocks the human galanin receptor 3; HEK293 GalR3-CNG cAMP membrane potential fluorescence; galR3 body fused to GalR1 C-terminus; AID 651719; inhibition, % at 3 µM; O60755; hit rate 0.44% among 360,000;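 active means inhibition above the screen-wide average plus 3 SD, cut at about 13% in these data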;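 further: forskolin and galanin both at EC90 stimulate the cells; cAMP rise reported by CNG channel membrane potential dye signal; 0% = forskolin plus galanin with DMSO and 100% = forskolin alone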
Active calls of the source: *; . = not tested or not shown; [ ] = dose if it differs, or a comment.

SMILES	HCV NS3 hel inh	SUMO HTRF inh	CRFBP-R2 agonist	MEKK2 mut-MEK5	CRFBP-R2 block	MEKK2 WT-MEK5	MEKK3 PB1 HTS	DNA FID counter	GalR3 antagonist
Cc1ccc2c(C(=O)CN3CCN(C4CCCCC4)CC3)c(C)[nH]c2c1	-9	5	-1.3	19	25	124	121	6	-6
CCN(CC(=O)Nc1ccc2c(c1)OCCO2)S(=O)(=O)c1ccc(C)cc1	15	6	0.1	0	-5	97	98	-2	0
Cc1cc(C)c(S(N)(=O)=O)c(C)c1-n1cnnn1	5	-3	0.5	5	6	99	101	5	3
S=C(Nc1cccnc1)Nc1ccccc1Br	0	12	1.3	0	-8	101	104	1	0
Cc1ccc(S(=O)(=O)NCc2nc3nc(C)cc(C)n3n2)c(C)c1	-1	-15	35	-1	-27	98	102	-5	.
CCOC(=O)CN1C2=NCCCN2c2ccccc21	-2	-17	-2.0	-8	4	92	101	4	-4
O=C(Nc1cccnc1Cl)c1cc2ccccc2o1	2	5	-0.3	-1	-2	101	101	-6	-12
Cc1ccc(OCc2nnc(SCC(=O)Nc3ccc(N4CCOCC4)cc3)o2)cc1	26	6	-0.4	-3	10	95	98	-19	-9
O=C(CC(=O)c1ccccc1O)c1ccc(F)cc1	-3	-1	22	0	-19	102	105	-8	-2
O=C(O)c1c(-c2ccccc2)c2oc3ccccc3c2[nH]c1=O	0	-18	0.6	5	24	105	105	-6	-3
CCC(CC)NC(=O)CO/N=C/c1ccc(Cl)cc1Cl	-9	25	-6.1	-2	5	104	103	-14	-4
Nc1nc(-c2ccccc2)c(N=Nc2ccc(Cl)cc2)s1	3	6	-1.9	16	10	98	100	9	-9
O=C(c1ccccc1)c1cnc(-c2ccccc2)s1	-12	8	1.5	-1	-22	101	101	1	-4
COc1cc(/C=N/NC(=O)c2cccc(S(=O)(=O)N3CCCCC3)c2)cc(Br)c1O	13	-6	-4.9	-7	-13	88	93	0	5
O=C(OCc1nnc(-c2ccccc2)o1)C1CCN(S(=O)(=O)c2cccs2)CC1	-5	7	-0.1	1	-12	101	100	-12	-5
CCSc1nc(CC)c2c(c1C#N)CCCC2	-1	-8	1.0	-2	3	98	94	5	-2
Cn1c(=O)c2c(nc(SCCN3CCOCC3)n2Cc2cccc3ccccc23)n(C)c1=O	-5	-8	0.5	0	-2	91	103	-10	2
COc1cc(NC(=S)Nc2ncccc2C)cc(OC)c1OC	-7	19	-1.5	-4	19	96	92	-8	-2
Cc1ccc(-n2nc3c(c2NC(=O)C(C)(C)C)CSC3)c(C)c1	8	17	-1.9	0	-14	94	97	-4	3
COC(=O)c1ccccc1S(=O)(=O)N(Cc1ccco1)Cc1cc2cc(OC)ccc2[nH]c1=O	4	2	1.0	6	-19	99	97	-20	0
CCOc1ncccc1C(=O)OCC(=O)Nc1ccc(C)c(S(=O)(=O)N2CCOCC2)c1	1	-9	0.5	-6	4	89	103	-25	-2
COn1cnnc1-c1ccccc1	5	8	-0.1	9	2	107	108	-2	2
COc1cc(/C=N/NC(=O)c2ccncc2)ccc1OC(=O)c1cccc(Br)c1	-30	-6	0.5	-6	-29	97	99	-38	-6
COc1ccccc1NC(=O)CSc1nnnn1C1CCCCC1	3	-12	-2.0	-4	27	99	101	-26	-3
COc1ccccc1/C=N/NC(=O)c1cccc(OC(F)(F)C(F)F)c1	-3	-4	1.2	3	3	96	105	-7	1
CN(C)Cc1cnc2ccc(Cl)cn12	8	38	0.6	-1	-23	95	95	-1	-7
CCS(=O)(=O)NC(C)C(c1cccs1)N1CCN(c2ccc(OC)cc2)CC1 (centres undefined)	-3	3	-1.8	9	-2	96	114	-8	.
Cc1nn(Cc2ccccc2)c(C)c1NC(=O)c1cc(-c2ccc3c(c2)OCO3)on1	2	19	-4.9	6	47	113	111	-2	-3
FC(F)(F)c1cc(N2CCN(Cc3ccccc3)CC2)c2ccccc2n1	-5	14	1.4	-13	-18	84	75*[inhibitor]	-6	5
O=c1c2c([nH]c3ccc(Br)cc13)CCCC2	.	15	-0.9	2	6	100	103	.	-2
Cc1csc(NC(=O)CSc2ccc(-c3ccc(F)cc3)nn2)n1	-11	1	-3.7	1	5	100	100	-14	-6
COc1ccc(CCN/C=C2/CC(=O)NC2=O)cc1OC	3	-1	0.2	3	35	105	105	-1	-3
O=C(CNS(=O)(=O)c1ccc(Br)s1)NCCc1ccc(Cl)cc1	5	0	-0.8	-6	-7	97	94	-15	-4
CC(C)CN(CC(C)C)S(=O)(=O)N1CCC(C(=O)NCc2ccco2)CC1	13	4	0.2	-1	2	102	101	-34	-6
COc1ccc(CCCc2nnc(SCC(=O)Nc3cccc(C)c3)o2)cc1	-5	16	-1.0	-3	-30	98	96	-22	-1
O=C(CSc1nnc(-c2ccc(F)cc2)c2ccccc12)Nc1cccc(Cl)c1	-13	-38	-0.2	25	42	117	107	-2	-5
CN(C)CCNc1oc(-c2cccc(Cl)c2)nc1C#N	-13	41	-0.6	5	1	115	102	11	-5
CCCCC[C@H](O)/C=C/[C@@H]1[C@@H](CCCCCCC(=O)O)[C@@H](O)C[C@H]1O	1	-10	1.1	1	0	96	89	-47	.
FC(F)(F)c1cc(Oc2ccccc2Cl)nc(-c2ccccn2)n1	-9	9	0.3	3	7	104	104	-24	-7
Cc1[nH]n(-c2ccccc2)c(=S)c1C=Nc1ccc([N+](=O)[O-])cc1	1	-14	-1.4	3	0	103	109	-3	-4

At a glance, 15 of the compounds above.
SMILES	HCV NS3 hel inh	SUMO HTRF inh	CRFBP-R2 agonist	MEKK2 mut-MEK5	CRFBP-R2 block	MEKK2 WT-MEK5	MEKK3 PB1 HTS	DNA FID counter	GalR3 antagonist
CN(C)Cc1cnc2ccc(Cl)cn12	8	38	0.6	-1	-23	95	95	-1	-7
CCS(=O)(=O)NC(C)C(c1cccs1)N1CCN(c2ccc(OC)cc2)CC1 (centres undefined)	-3	3	-1.8	9	-2	96	114	-8	.
Cc1nn(Cc2ccccc2)c(C)c1NC(=O)c1cc(-c2ccc3c(c2)OCO3)on1	2	19	-4.9	6	47	113	111	-2	-3
FC(F)(F)c1cc(N2CCN(Cc3ccccc3)CC2)c2ccccc2n1	-5	14	1.4	-13	-18	84	75*[inhibitor]	-6	5
O=c1c2c([nH]c3ccc(Br)cc13)CCCC2	.	15	-0.9	2	6	100	103	.	-2
Cc1csc(NC(=O)CSc2ccc(-c3ccc(F)cc3)nn2)n1	-11	1	-3.7	1	5	100	100	-14	-6
COc1ccc(CCN/C=C2/CC(=O)NC2=O)cc1OC	3	-1	0.2	3	35	105	105	-1	-3
O=C(CNS(=O)(=O)c1ccc(Br)s1)NCCc1ccc(Cl)cc1	5	0	-0.8	-6	-7	97	94	-15	-4
CC(C)CN(CC(C)C)S(=O)(=O)N1CCC(C(=O)NCc2ccco2)CC1	13	4	0.2	-1	2	102	101	-34	-6
COc1ccc(CCCc2nnc(SCC(=O)Nc3cccc(C)c3)o2)cc1	-5	16	-1.0	-3	-30	98	96	-22	-1
O=C(CSc1nnc(-c2ccc(F)cc2)c2ccccc12)Nc1cccc(Cl)c1	-13	-38	-0.2	25	42	117	107	-2	-5
CN(C)CCNc1oc(-c2cccc(Cl)c2)nc1C#N	-13	41	-0.6	5	1	115	102	11	-5
CCCCC[C@H](O)/C=C/[C@@H]1[C@@H](CCCCCCC(=O)O)[C@@H](O)C[C@H]1O	1	-10	1.1	1	0	96	89	-47	.
FC(F)(F)c1cc(Oc2ccccc2Cl)nc(-c2ccccn2)n1	-9	9	0.3	3	7	104	104	-24	-7
Cc1[nH]n(-c2ccccc2)c(=S)c1C=Nc1ccc([N+](=O)[O-])cc1	1	-14	-1.4	3	0	103	109	-3	-4

Additional compounds
SMILES	HCV NS3 hel inh	SUMO HTRF inh	CRFBP-R2 agonist	MEKK2 mut-MEK5	CRFBP-R2 block	MEKK2 WT-MEK5	MEKK3 PB1 HTS	DNA FID counter	GalR3 antagonist
O=C(O)c1cccc(-n2cccc2/C=C2\SC(=O)N(Cc3ccccc3F)C2=O)c1	21	-6	2.0	-3	5	90	91	-31	-3
CCOC(=O)N1CCC(N2C(=O)c3ccccc3C2Nc2ccc(S(=O)(=O)N3CCOCC3)cc2)CC1 (centres undefined)	9	-1	-1.8	3	16	102	100	-27	-3
COc1cc(CNCc2cccc3ccccc23)cc(OC)c1	-25	-10	0.1	11	-5	114	105	20	-11
CCC(=O)N1CCc2cc(Br)cc(S(=O)(=O)NCC3CCCO3)c21 (centres undefined)	-1	10	-1.6	-4	16	95	87	-7	-9
Cc1cc([N+](=O)[O-])cc2c1-c1ncccc1C2=Nc1ccccc1	-4	12	1.9	-2	-6	102	100	4	-9
CCOc1ccc(/C(O)=C2/C(=O)C(=O)N(c3nc(C)c(C)s3)C2c2ccco2)cc1 (centres undefined)	51*	29	-1.5	6	9	106	106	5	-2
CCCCn1c2c(c(=N)c3c1CCC3)CCC2	6	-18	-1.7	9	-7	107	104	4	-5
O=C1CSC(c2ccc(F)cc2)N1c1nc2ccccc2s1 (centres undefined)	-4	-15	1.5	-3	35	91	91	2	-11
CC(Sc1n[nH]c(N)n1)C(=O)Nc1ccccc1-c1ccccc1 (centres undefined)	2	6	-0.7	-4	-4	94	94	-4	-7
O=C(NC(=S)N1CCN(c2ccc(Cl)cc2[N+](=O)[O-])CC1)c1ccco1	-10	7	-2.0	0	-4	111	112	-5	3
Cc1ccc(C(=O)NNC(=O)c2nn(-c3ccc(F)cc3)ccc2=O)cc1	10	-8	-0.4	-5	11	95	93	-3	-3
CCCCN(CCCC)C(=O)/C=C/c1cccc([N+](=O)[O-])c1	-6	14	-1.7	6	-2	103	108	-13	0
CCOc1cccc(CN2CCCC(C(=O)c3cccc(C(F)(F)F)c3)C2)c1O (centres undefined)	-18	-12	-0.2	-3	-21	100	90	20	-8
COc1cc(/C=C/C(=O)N2CCOCC2)ccc1OCc1ccccc1	-4	-1	2.2	0	9	112	111	-30	-2
Cn1c(CC(=O)Nc2cccc(Cl)c2Cl)nnc1SCC(=O)NC1=NCCS1	10	11	-0.6	5	-4	100	100	-16	-2
N=c1oc2ccc3ccccc3c2cc1-c1nnc2n1CCCCC2	3	48	-0.7	-1	1	99	96	-14	4
Cc1ccc(/C=C(/C#N)c2nc(CCN3C(=O)c4ccccc4C3=O)cs2)cc1	3	-7	1.2	0	-10	100	97	-5	-2
COc1ccc(C2(O)CC3CCC(C2)N3c2cc(C)nc(-c3ccccc3)n2)cc1 (centres undefined)	-34	-28	4.6	-1	-30	98	103	14	-3
COc1ccc(S(=O)(=O)N2CCOC2CNC(=O)C(=O)NCc2ccc(F)cc2)cc1 (centres undefined)	2	5	-0.5	4	10	101	98	-30	-1
COC(=O)c1c(-c2c(Cl)cccc2Cl)noc1NC(=O)NN1CCOCC1	3	13	-6.2	-25	-1	87	88	-26	-1
O=C(CSc1nnc(-c2ccccc2)n1Cc1ccccc1)NC1CC1	2	-4	-2.4	-8	14	85	80	-14	-4
O=C(CSc1ccccc1)N1CCCC(N2CCN(c3cccc(Cl)c3)CC2)C1 (centres undefined)	-9	-12	.	3	.	101	102	-30	-5

Only part of the results is shown; count on the stated rates, not on these rows.
